From PubChem BioAssay
TIM10 inh – growth inhibitors of isogenic TIM10 control yeast, primary screen, counter-screen for tim10-1 yeast inhibitor project, luminescence, uHTS; S. cerevisiae TIM10 strain growth, BacTiter-Glo luminescence, 24 h; inhibition, % at 10 µM; 330,000 compounds, 1.4% hits;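 active = inhibition of 40% or more at the single tested concentration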;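 also: wild-type TIM10 isogenic control strain grown at permissive 25 °C; 0% = DMSO yeast wells and 100% = minimal medium wells without yeast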
tim10-1 inh – growth inhibitors of tim10-1 mutant yeast, primary screen, luminescence, uHTS | S. cerevisiae tim10-1 ts strain growth, BacTiter-Glo, 24 h | inhibition, % at 20 µM | 330,000 compounds, 2.2% hits;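 active = inhibition of at least 40%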;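 also: mutant grown at 25 °C; 0% = DMSO wells with yeast and 100% = wells holding no yeast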
APOBEC3G inh – APOBEC3G DNA deaminase inhibitors, primary screen, biochemical, fluorescence, single-stranded DNA substrate, uHTS. DNA dC->dU-editing enzyme APOBEC-3G (Homo sapiens), Q9HC16. 330,000 compounds, 0.28% hits. recombinant A3G, ssDNA deamination FAM/TAMRA fluorescence. inhibition, % at 20 µM. AID 493012, 2011;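 active = inhibition of at least 40% at 20 µM, with no more than 30% in the related APOBEC3A deaminase screen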;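 also: plate controls were DMSO wells with A3G for no effect and wells lacking A3G enzyme for full effect; some compounds called inactive have numbers as strong as hits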
Target sequence (Q9HC16 whole entry, looked up): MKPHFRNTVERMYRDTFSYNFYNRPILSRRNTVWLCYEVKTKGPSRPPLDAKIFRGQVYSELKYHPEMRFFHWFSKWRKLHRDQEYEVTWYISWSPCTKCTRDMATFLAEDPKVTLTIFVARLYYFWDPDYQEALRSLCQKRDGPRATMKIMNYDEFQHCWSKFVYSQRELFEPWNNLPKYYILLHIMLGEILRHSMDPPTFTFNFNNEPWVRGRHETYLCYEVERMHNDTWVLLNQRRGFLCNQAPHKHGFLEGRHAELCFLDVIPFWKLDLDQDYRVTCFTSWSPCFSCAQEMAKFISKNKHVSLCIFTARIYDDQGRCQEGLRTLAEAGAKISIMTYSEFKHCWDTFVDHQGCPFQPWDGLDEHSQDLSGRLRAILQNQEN
beta cell repl – inducers of MIN6 beta-cell proliferation, primary screen, ATP luminescence, uHTS; MIN6 cells proliferation, ATPlite luminescence, 48 h; cells starved in 0.2% serum; 100% = growth in 10% serum; proliferation, % at 10 µM; 330,000 compounds, 0.29% hits; AID 2380, 2010;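 active = compounds whose signal lies at least 3.5 SD above the mean of all wells on their plate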;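 also: 0% = DMSO-treated cells in low-serum medium and 100% = 10% serum control; some compounds called inactive have numbers as strong as hits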
NALP3 yeast inh – NALP3 inflammasome inhibitors in reconstituted yeast, primary screen, luminescence, uHTS; 330,000 compounds, 0.39% hits; inhibition, % at 10 µM; Yeast reconstituted NLRP3/ASC/caspase-1, beta-gal luminescence, 24 h;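 active = inhibition of 50% or more; inactive = inhibition below 50%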;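 also: plate controls were induced DMSO wells for no effect and uninduced yeast grown without galactose for full effect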
mIAP block – inhibitors of mouse IAP, primary screen, biochemical, luminescence, uHTS; purified mouse IAP, CDP-Star luminescence, 30 min; intestinal alkaline phosphatase [Mus musculus]; inhibition, % at 10 µM; AID 2806, 2010; 330,000 compounds, 0.2% hits;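 active = inhibition of at least 40% at 10 µM in the primary screen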;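 also: plate controls were DMSO with enzyme for no effect and no enzyme wells for full effect; values of inactives mirror those of a sister screen read the other way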
mIAP act – activators of mouse IAP, primary screen, biochemical, luminescence, uHTS; muIAP, CDP-Star luminescence, 30 min; hits give high values; 1 = vehicle-only enzyme signal, 0 = enzyme-free wells; activation factor at 10 µM; 330,000 compounds, 0.24% hits; AID 2805, 2010;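 active = activation factor of at least 2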; also: the source names both 10 and 20 µM as test concentration; values of inactives mirror those of a sister screen read the other way
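Assay system: mouse IAP enzyme; reagent: chemiluminescent substrate CDP-Star; dosing: test compounds delivered from DMSO solution; schedule: 30 min at room temperature; measured by: luminescence from enzymatic CDP-Star hydrolysis; controls: DMSO-only wells and no-enzyme negative control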
APOBEC3A inh – APOBEC3A ssDNA deaminase inhibitors, primary screen, selectivity assay for APOBEC3G inhibitor project, biochemical, FAM/TAMRA oligo cleavage fluorescence; DNA dC->dU-editing enzyme APOBEC-3A (Homo sapiens), P31941; recombinant A3A, FAM/TAMRA ssDNA deamination fluorescence; inhibition, % at 20 µM; 330,000 compounds, 0.41% hits;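 active = at least 40% inhibition at 20 µM here, with at most 30% in a related deaminase screen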;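 also: plate controls were A3A with DMSO for no effect and wells lacking A3A enzyme for full effect; some results filed as inactive read as strong as hits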
hIAP inh – human IAP inhibitors, primary screen, biochemical, luminescence, uHTS; purified IAP, CDP-Star luminescence, 30 min; inhibition, % at 10 µM; 330,000 compounds, 0.12% hits; Intestinal-type alkaline phosphatase (Homo sapiens), P09923;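 active = inhibition reaching a set limit with compound at 10 µM in the primary screen, cut at about 35% in these data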;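 also: plate controls were DMSO wells with enzyme for no effect and no-enzyme buffer wells for full effect; values of inactives mirror those of a sister screen read the other way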
Target sequence (P09923 whole entry, looked up): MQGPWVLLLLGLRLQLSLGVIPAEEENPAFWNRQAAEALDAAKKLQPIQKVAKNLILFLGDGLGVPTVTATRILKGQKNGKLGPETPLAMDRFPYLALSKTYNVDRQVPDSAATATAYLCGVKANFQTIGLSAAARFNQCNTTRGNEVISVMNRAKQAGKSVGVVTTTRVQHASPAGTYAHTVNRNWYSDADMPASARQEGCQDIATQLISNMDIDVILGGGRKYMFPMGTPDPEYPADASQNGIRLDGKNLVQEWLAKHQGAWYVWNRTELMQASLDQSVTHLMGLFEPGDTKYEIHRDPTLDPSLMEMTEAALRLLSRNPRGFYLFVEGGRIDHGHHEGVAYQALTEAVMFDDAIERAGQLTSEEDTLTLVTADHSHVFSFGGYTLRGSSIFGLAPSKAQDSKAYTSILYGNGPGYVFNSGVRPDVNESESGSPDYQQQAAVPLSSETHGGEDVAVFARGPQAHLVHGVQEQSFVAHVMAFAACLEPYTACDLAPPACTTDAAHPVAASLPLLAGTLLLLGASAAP
* = called active by the depositor.

SMILES	TIM10 inh	tim10-1 inh	APOBEC3G inh	beta cell repl	NALP3 yeast inh	mIAP block	mIAP act	APOBEC3A inh	hIAP inh
Cc1ccc(NC(=O)CCCNC(=O)c2ccc(Cl)cc2)cc1S(=O)(=O)N1CCCCC1	-4	3	1	-5	4	4	0.96	-2	-7
Cc1ccc(-n2cccn2)c([C@@H]2C[C@H]3CN(C)C(=O)[C@]34CCCN24)c1	18	4	3	-2	5	0	1	4	8
CC(NC(=O)COc1ccc(Br)cc1)C1CCCO1 (stereo not drawn)	1	5	-2	0	5	-2	1	0	4
CCN(CC)S(=O)(=O)c1ccc(NC(=O)COc2nc3ccccc3nc2N2CCOCC2)cc1	-3	20	-3	-2	9	6	0.94	0	-4
CCOC(=O)C1CCCN(Cc2nc(N)nc(Nc3ccc(OC)cc3)n2)C1 (stereo not drawn)	7	4	-6	0	17	-1	1	-6	10
CCCS(=O)(=O)N1CCCC(C(=O)NCCCOC(C)C)C1 (stereo not drawn)	1	6	5	-2	13	-7	1.1	6	-7
N#Cc1ccc(COc2cccnc2[N+](=O)[O-])cc1	-5	-11	-2	-1	19	4	0.96	1	8
CCc1ccc(OCC(O)Cn2c(N3CCCCC3)nc3c2c(=O)[nH]c(=O)n3C)cc1 (stereo not drawn)	3	4	-9	4	4	2	0.98	-6	-36
CCn1ccnc1CN1CCc2c([nH]c3ccccc23)C1C(C)(C)C (stereo not drawn)	35	47*	-2	-4	3	-4	1	0	-12
CC(=O)Nc1ccc(O)c(-c2nc3ccccc3s2)c1	46*	3	-3	0	56*	-14	1.1	2	-18
Cc1cccc(N(CC(=O)N2CCOCC2)S(C)(=O)=O)c1	-1	-7	-1	-1	4	1	0.99	-3	-14
COc1ccccc1C(=O)Nc1ccnn1C1CCN(Cc2cnc(N(C)C)s2)CC1	2	-16	-5	-4	11	8	0.92	2	-10
CCSc1nnc([C@@H]2CCCN2C(=O)OC(C)(C)C)o1	2	18	8	-2	10	-15	1.1	38	3
COc1ccc(S(=O)(=O)Nc2ccc(Oc3ccsc3C(=O)O)cc2)cc1	7	4	-6	-2	22	0	1	3	-20
CCS(=O)(=O)c1ccc2oc(Nc3cccc(OC)c3)nc2c1	25	14	8	2	-52	-1	1	2	6

Not a retest: entries from further up.
SMILES	TIM10 inh	tim10-1 inh	APOBEC3G inh	beta cell repl	NALP3 yeast inh	mIAP block	mIAP act	APOBEC3A inh	hIAP inh
Cc1ccc(NC(=O)CCCNC(=O)c2ccc(Cl)cc2)cc1S(=O)(=O)N1CCCCC1	-4	3	1	-5	4	4	0.96	-2	-7
Cc1ccc(-n2cccn2)c([C@@H]2C[C@H]3CN(C)C(=O)[C@]34CCCN24)c1	18	4	3	-2	5	0	1	4	8
CC(NC(=O)COc1ccc(Br)cc1)C1CCCO1 (stereo not drawn)	1	5	-2	0	5	-2	1	0	4
CCN(CC)S(=O)(=O)c1ccc(NC(=O)COc2nc3ccccc3nc2N2CCOCC2)cc1	-3	20	-3	-2	9	6	0.94	0	-4
CCOC(=O)C1CCCN(Cc2nc(N)nc(Nc3ccc(OC)cc3)n2)C1 (stereo not drawn)	7	4	-6	0	17	-1	1	-6	10
CCCS(=O)(=O)N1CCCC(C(=O)NCCCOC(C)C)C1 (stereo not drawn)	1	6	5	-2	13	-7	1.1	6	-7
N#Cc1ccc(COc2cccnc2[N+](=O)[O-])cc1	-5	-11	-2	-1	19	4	0.96	1	8
CCc1ccc(OCC(O)Cn2c(N3CCCCC3)nc3c2c(=O)[nH]c(=O)n3C)cc1 (stereo not drawn)	3	4	-9	4	4	2	0.98	-6	-36
CCn1ccnc1CN1CCc2c([nH]c3ccccc23)C1C(C)(C)C (stereo not drawn)	35	47*	-2	-4	3	-4	1	0	-12
CC(=O)Nc1ccc(O)c(-c2nc3ccccc3s2)c1	46*	3	-3	0	56*	-14	1.1	2	-18
Cc1cccc(N(CC(=O)N2CCOCC2)S(C)(=O)=O)c1	-1	-7	-1	-1	4	1	0.99	-3	-14
COc1ccccc1C(=O)Nc1ccnn1C1CCN(Cc2cnc(N(C)C)s2)CC1	2	-16	-5	-4	11	8	0.92	2	-10
CCSc1nnc([C@@H]2CCCN2C(=O)OC(C)(C)C)o1	2	18	8	-2	10	-15	1.1	38	3
COc1ccc(S(=O)(=O)Nc2ccc(Oc3ccsc3C(=O)O)cc2)cc1	7	4	-6	-2	22	0	1	3	-20
CCS(=O)(=O)c1ccc2oc(Nc3cccc(OC)c3)nc2c1	25	14	8	2	-52	-1	1	2	6

Additional entries
SMILES	TIM10 inh	tim10-1 inh	APOBEC3G inh	beta cell repl	NALP3 yeast inh	mIAP block	mIAP act	APOBEC3A inh	hIAP inh
O=C(NCC1CC1)C1CCCN(S(=O)(=O)c2ccc(-n3cnnn3)cc2)C1 (stereo not drawn)	-24	-5	3	2	-2	6	0.94	5	1
Fc1cccc(Cl)c1-c1nnc2ccc(N3CCOCC3)nn12	-11	5	0	-1	18	5	0.95	-1	-1
COc1ccc(CN(C(=O)CO/N=C/c2ccccc2)c2ccccc2C(=O)O)cc1	2	2	-6	6	2	10	0.9	-7	16
COc1cc(/C=C2/CCCC(C(=O)C(F)(F)F)=C2O)ccc1O	18	29	-1	4	6	12	0.89	6	4
C=CCSc1nnc(NC(=O)CSc2nnc(C)s2)s1	-3	-1	10	4	10	-7	1.1	2	14
CN(C)C(CNC(=O)c1cc2ccccc2oc1=O)c1ccccc1 (stereo not drawn)	7	8	-8	0	-1	-1	1	-7	-2
CCOC(=O)C1=C(CSc2nnnn2C)N(C)C(=O)NC1c1ccccc1 (stereo not drawn)	-4	-15	-3	-1	6	0	1	-4	17
Cc1ccc(-c2nc3ncccc3o2)cc1NC(=O)C(C)C	15	14	3	-2	23	2	0.98	-3	-22
CCOc1ccc(C2CC(c3cccc(Cl)c3)n3nc(N)nc3N2)cc1 (stereo not drawn)	8	13	-8	-3	25	18	0.82	1	17
O=C(O)/C(=C\c1cccc(C(F)(F)F)c1)c1ccc(S(=O)(=O)N2CCCC2)s1	18	12	3	-1	-5	10	0.9	11	6
COc1ccccc1C(=O)CSc1n[nH]c(N)n1	1	4	-7	-1	10	-4	1	2	9
CCCOc1ccccc1OCC(=O)Nc1cccc(S(=O)(=O)NC2=NCCC2)c1	1	5	-7	2	17	-11	1.1	0	-10
CC(C)Oc1ccc(C2c3c(oc4ccccc4c3=O)C(=O)N2CCCN2CCOCC2)cc1 (stereo not drawn)	16	15	-1	4	6	-8	1.1	1	-27
CCN(CC)c1ccc(C2N(C(=O)N3CCOCC3)CCN2S(=O)(=O)c2ccc(C)cc2)cc1 (stereo not drawn)	14	16	-6	-3	16	11	0.89	2	7
COc1cccc(N(CC(=O)N2CCCC2)S(C)(=O)=O)c1	-3	14	-3	-4	18	-1	1	4	16
COc1ccccc1CNS(=O)(=O)c1ccc2c(c1)CCCN2C(C)=O	3	21	-6	4	-5	5	0.95	-1	11
Cc1ccc(Nc2nnc(SC(C)C(=O)NC3CC3)s2)cc1 (stereo not drawn)	-1	-10	0	-2	3	6	0.94	0	-3
C/C=C/c1ccc(O)c(OC)c1	3	37	3	-3	-12	-26	1.3	-3	-31
O=C(CSc1nnnn1-c1cccc2ccccc12)NC(C(=O)O)(c1ccccc1)c1ccccc1	8	12	-11	1	-7	-2	1	-3	-1
O=C(CCn1nc(-c2ccc(Cl)cc2)ccc1=O)N1CCN(c2ccccc2)CC1	3	21	0	-5	9	-5	1.1	0	9
O=S(=O)(/N=C(/NC(=S)Nc1ccccc1)c1ccccc1)c1ccc(Cl)cc1	37	31	-3	0	22	11	0.89	-2	19
COc1ccc(NC(=O)CC2C(=O)N(c3cccc(OC)c3)C(=O)N2C(C)C)cc1 (stereo not drawn)	5	7	-3	-1	21	6	0.94	-3	15
O=C1NN(c2ccccc2)C(=O)C2C3C=CC(C4CC34)C12 (stereo not drawn)	-1	16	0	-1	14	-4	1	-1	10
CCN1CCN(CCNC(=O)c2ccc(/C=C3\Sc4ccccc4N(Cc4ccccc4F)C3=O)cc2)CC1	13	16	-5	-6	8	12	0.89	0	4
O=C(Nc1ccc(NC(=O)c2ccco2)cc1)c1ccco1	19	-22	-5	1	16	-11	1.1	3	24
CSc1ccc(Cl)c(C(=O)OCC(=O)Nc2ccccc2OC(F)F)c1	3	2	-8	-4	12	-2	1	0	13
CSc1ccccc1OCc1cc(C(=O)N(C)Cc2cc(C)[nH]n2)no1	-1	8	-2	-2	-7	7	0.93	0	5
Cc1cc(Cl)c(S(=O)(=O)N/N=C/c2ccc3c(c2)OCO3)c(Cl)c1	0	33	-8	-1	9	7	0.93	-6	-5
O=C(NCc1cccnc1)c1ccc(Cl)c(Cl)c1	-7	0	-9	-1	3	-4	1	-4	1
CCOC(=O)C(=O)/C(C#N)=C/Nc1ccccc1	0	-17	-9	-1	16	-1	1	-8	-15
C=CCN1C(=O)/C(=C/c2ccc(O)cc2)S/C1=N/c1nccs1	30	7	-34	-5	16	22	0.78	-27	27
CCOC(=O)Cn1c(=O)oc2cc(S(=O)(=O)Nc3ccc(N(CC)CC)cc3C)ccc21	-3	9	-5	-6	8	14	0.86	-4	0
CCc1ccc(C2=NN(CCC(=O)NC(C)CCc3ccccc3)C(=O)CC2)cc1 (stereo not drawn)	24	11	-3	-2	-12	-2	1	-1	-6
COc1cc(C)ccc1OCCOc1ccccc1Cl	5	24	14	0	51*	2	0.97	-1	-12
COc1ccc2c(c1)cc(C(=O)N[C@@H](CCSC)C(=O)N1CCC[C@H]1C(=O)O)n2C	6	1	2	-5	9	17	0.83	0	-18
COc1ccc(CCN(C(=O)c2cccc(F)c2)C2CC(=O)N(c3ccccc3)C2=O)cc1 (stereo not drawn)	5	5	-2	-1	-6	-1	1	0	-7
COC(=O)CC1C(=O)NCCN1C(=S)NC(=O)CCc1ccccc1 (stereo not drawn)	3	8	-1	-1	-10	-7	1.1	16	-4
COc1ccccc1N1CCN(Cc2ccc(O)c3ncccc23)CC1	50*	42*	-4	-6	46	4	0.96	1	-42
Cc1ccc(C2c3c(oc4ccccc4c3=O)C(=O)N2c2nncs2)cc1 (stereo not drawn)	-3	-4	0	1	9	-8	1.1	3	2
O=C(Nc1cc(=O)[nH]c2ncnn12)c1ccccc1	0	5	-5	-4	11	12	0.88	-19	4
Cc1nn(-c2ccccc2)c(C)c1Cc1ccc(O)cc1	3	23	-4	1	36	3	0.97	0	6
